GRP78 ERSR act – qHTS for Inducers of the Endoplasmic Reticulum Stress Response (ERSR) in Human Glioma: qHTS; hit rate 0.02% among 420,000; Potency, µM, for the others: at the top dose activation, hits mostly activators; AID 602332, 2012; U87-MG GRP78 promoter luciferase reporter, 16 h; note: potency is the fitted concentration of half-maximal effect; series mostly up to about 76 µM; % of control where 0% means no effect; nearly all actives have a fitted effect of over 35% in size
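ERSR induction read as luciferase luminescence (Bright-Glo, 10 min at room temperature) in stably transfected human U87-MG glioma cells exposed to compounds for 16 h, using GRP78 as sensor.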
D1 agonist – Allosteric Agonists of the Human D1 Dopamine Receptor: qHTS; D(1A) dopamine receptor (Homo sapiens), P21728; HEK293 T-REx D1 cells, calcium flux, agonist mode; activation, % at 2 µM; hit rate 1% among 360,000; in the data active = activation above about 30%; note: 0% is about no effect
Target sequence (P21728 whole entry, looked up): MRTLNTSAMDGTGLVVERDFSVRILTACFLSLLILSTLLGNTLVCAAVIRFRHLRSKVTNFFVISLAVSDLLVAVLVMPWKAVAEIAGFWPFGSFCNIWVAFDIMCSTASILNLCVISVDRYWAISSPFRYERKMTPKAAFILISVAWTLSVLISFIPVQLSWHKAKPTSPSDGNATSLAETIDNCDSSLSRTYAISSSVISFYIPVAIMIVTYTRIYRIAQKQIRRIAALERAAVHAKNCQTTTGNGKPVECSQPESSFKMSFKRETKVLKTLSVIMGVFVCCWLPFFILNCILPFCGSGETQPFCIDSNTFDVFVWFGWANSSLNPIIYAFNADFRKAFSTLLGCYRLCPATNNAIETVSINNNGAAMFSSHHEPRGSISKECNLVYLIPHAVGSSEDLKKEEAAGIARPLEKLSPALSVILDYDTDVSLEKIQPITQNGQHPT
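Agonism was scored from calcium flux recorded over 180 s (1 read/s) after pintool compound addition, following a 10-cycle baseline. Cells were inducible force-coupled HEK293 TREx D1, plated overnight at 30 C and loaded with no-wash calcium dye.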
D1 antagonist – Antagonist of Human D 1 Dopamine Receptor: qHTS; D(1A) dopamine receptor (Homo sapiens), P21728; HEK293 TREx D1 cells, calcium flux, dopamine EC80; stronger effect = lower value; activity change, negative = inhibition, % at 10 µM; hit rate 3.2% among 360,000; AID 504652, 2011; in the data active = activity change below about -30%; note: % is set by controls: 0 for no effect and ±100 for the full control effect
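Antagonism measured as reduced calcium response to an EC80 dopamine addition following 180 s compound pre-read; cells were inducible HEK293 Trex D1 plated overnight at 30 C, read kinetically at 1 cycle/sec.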
D2 potentiator – HTS Assay for Positive Allosteric Modulators of the Human D2 Dopamine Receptor: Primary Screen for Potentiators; D(2) dopamine receptor (Homo sapiens), P14416; potentiation, % at 10 µM; HEK293 T-REx D2, calcium flux, EC20 dopamine potentiation; hit rate 0.34% among 340,000;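 active = potentiation over 3 SD above the plate norm, cut at about 30% in these data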; note: 0% is about no effect
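Potentiation of an EC20 dopamine calcium response is measured in a force-coupled, tetracycline-inducible Hek293 Trex D2 line. Compound-only kinetic reads over 180 s flag agonists before dopamine addition.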
RXFP1 antagonist – qHTS Assay for Antagonists of the Relaxin Receptor RXFP1; HEK293-RXFP1, relaxin-stimulated cAMP HTRF, 30 min; stronger effect = lower value; hit rate 0.59% among 350,000; activity change, negative = inhibition, % at 57.5 µM;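 active = activity change of -60% or lower, but not beyond a set lower limit; inconclusive = change between -60% and -40%, or beyond the set limit; inactive = change above -40%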; note: % is set by controls: 0 for no effect and ±100 for the full control effect
Vif-A3F inh – qHTS for Inhibitors of Vif-A3F Interactions: qHTS; HeLa A3F-eYFP + Vif (tagged APOBEC3F with the HIV-1 protein that degrades it), YFP fluorescence increase; Potency, µM (top dose mostly 46.1 µM), without a hit: at the highest dose activity, negative = active; hit rate 0.2% among 390,000; AID 602313, 2012; note: potency is the fitted concentration of half-maximal effect; % of control where 0% means no effect; nearly all actives have a fitted effect of over 65% in size
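HeLa cells stably expressing A3F-eYFP plus Vif, plated and incubated overnight at 37 deg C, then exposed to compounds overnight at 37 deg C. Blocked degradation read as raised yellow fluorescence (Ex 488/Em 500-530).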
D1 PAM – Potentiators of Human D1 Dopamine Receptor: qHTS. hit rate 0.036% among 360,000. HEK293 TREx D1 cells, calcium flux, dopamine EC20 potentiation. potentiation, % at 10 µM; in the data active = potentiation above about 30%; note: 0% is about no effect
Vif-APOBEC3G blk – qHTS for Inhibitors of Vif-A3G Interactions: qHTS; DNA dC->dU-editing enzyme APOBEC-3G (Homo sapiens), Q9HC16; HeLa A3G-eYFP + Vif (tagged APOBEC3G with the HIV-1 protein that degrades it), YFP fluorescence, overnight; Potency, µM (titrated, usually from 46.1 µM), inactives show at the top dose activity, negative = active, most hits filed as inhibitors; hit rate 0.076% among 410,000;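 note: potency is the fitted concentration of half-maximal effect; % is set by controls: 0 for no effect and ±100 for the full control effect; nearly all actives have a fitted effect of over 60% in size; hits raise eYFP signal because A3G escapes Vif-driven loss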
Target sequence (Q9HC16 whole entry, looked up): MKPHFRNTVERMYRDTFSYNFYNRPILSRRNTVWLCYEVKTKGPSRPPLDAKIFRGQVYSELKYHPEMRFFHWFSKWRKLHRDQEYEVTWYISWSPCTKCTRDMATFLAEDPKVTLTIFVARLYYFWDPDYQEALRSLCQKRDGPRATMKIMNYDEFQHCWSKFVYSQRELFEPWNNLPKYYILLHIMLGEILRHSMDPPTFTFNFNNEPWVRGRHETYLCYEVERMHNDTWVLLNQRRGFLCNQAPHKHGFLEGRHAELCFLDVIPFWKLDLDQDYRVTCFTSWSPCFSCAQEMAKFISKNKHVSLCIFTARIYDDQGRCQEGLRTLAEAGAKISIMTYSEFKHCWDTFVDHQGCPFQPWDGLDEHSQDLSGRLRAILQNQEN
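Read-out is eYFP fluorescence (Ex 488/Em 500-530) from Vif-expressing HeLa A3G-eYFP cells; more signal means A3G escaped Vif-mediated degradation. Cells plated overnight, compound pinned in, incubated overnight at 37 deg C.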
RXFP1 ag – qHTS Assay for Agonists of the Relaxin Receptor RXFP1; Relaxin receptor 1 (Homo sapiens), Q9HBX9; HEK293T-RXFP1 cAMP TR-FRET, 30 min; response scale: percent of porcine relaxin response, buffer zero; Potency, µM (series often up to 57.5 µM), without a hit: top-dose activation, most hits filed as activators; hit rate 0.3% among 370,000; AID 2676, 2010; note: potency is the fitted concentration of half-maximal effect; % is set by controls: 0 for no effect and ±100 for the full control effect; nearly all actives have a fitted effect of over 60% in size; many of its hits are not listed in these tables
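HEK293T cells stably expressing RXFP1 were pretreated with the PDE4 inhibitor Ro 20174, exposed to compounds for 30 min at 37C, lysed, and cAMP was read by TR-FRET. Data normalized to buffer (basal) and 29 nM porcine relaxin (100%).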
* = called active by the depositor; ? = inconclusive; . = not tested or not shown; & = joins results of further samples; [ ] = remark or other dose. Unless noted, calls come from the whole dose curve; as a rule, active = well fitted curve in the direction sought with a large enough effect; inconclusive = small, poorly fitted or top-dose-only effect, or another doubt; inactive = no such curve, though single readings can be large; an effect the other way counts as inactive or inconclusive.

SMILES	GRP78 ERSR act	D1 agonist	D1 antagonist	D2 potentiator	RXFP1 antagonist	Vif-A3F inh	D1 PAM	Vif-APOBEC3G blk	RXFP1 ag
COc1cc(C)nc(OCCNC(=O)COc2ccc(Cl)cc2C)n1	4.7%	5.0	-3.1	10.3	3.8	.	2.3	0.3%	1.0%
Cc1c(Cl)cccc1NC(=O)Nc1ccc2snnc2c1	-5.2%	39.5*	-28.8	16.2	.	-6.7%	-4.0	-5.0%	-0.4%
COCCN(C(=O)Cc1cccs1)c1nnc(-c2cccnc2)s1	-2.4%	0.8	-9.4	6.2	8.5	0.0%	-3.6	-1.3%	1.5%
O=C(O)c1cc(S(=O)(=O)N2CCCCC2)sc1Cl	-3.4%	4.5	10.0	-13.0	0.7	5.3%	-2.1	0.0%	-0.6%
COc1ccc(CNC(=O)c2c(-c3cc(Cl)c(OC)c(Cl)c3)noc2C)cc1	-0.6%	1.8	-1.7	-3.5	.	1.0%	-3.1	-0.1%	4.6%
CN(Cc1ccccc1)C(=O)COC(=O)COc1ccc(C#N)cc1	0.5%	7.4	-10.5	3.2	-7.3	-2.5%	-4.0	-0.5%	3.7%
CCCCn1c(N)c(N(CC(C)C)C(=O)CCCc2nc3ccccc3s2)c(=O)[nH]c1=O	-5.4%	5.2	-12.7	-13.3	-4.0	9.2%	3.5	2.3%	-0.9%
O=C(Cn1ncc2c3ccccc3n(Cc3cccc(Cl)c3)c2c1=O)NCc1cccs1	-3.7%	13.8	-10.7	0.7	-0.3	-17.8%	-3.1	-21.5%	7.1%
Cc1ccc(C2Nc3cccc4cccc(c34)N2)s1	-3.6%	3.5	7.9	.	-14.0	-23.9%	-1.6	-5.1%	-1.4%
Cc1cc(-n2c(C)cc(C(=O)CSc3nc(N)cc(=O)[nH]3)c2C)no1	3.5%	4.7	-4.2	-7.6	12.3	-6.2%	-5.0	4.2%	4.6%
Cc1ccc(CNC(=O)c2ccc(-c3nc(CS(=O)(=O)c4ccc(C)cc4)c(C)o3)cc2)cc1	-4.2%	0.1	-1.0	5.6	-7.4	-7.6%	-0.6	1.4%	-1.7%
O=C(O)Cc1sc(=O)[nH]c1O	-1.1%	.	.	.	2.3	0.0%	.	1.3%	.
O=C(CNC(=O)c1cccs1)OCc1ccc(Cl)cc1	-0.5%	-0.3	4.5	-7.7	-7.0	-2.0%	-3.6	-5.3%	5.7%
CC(=O)c1ccc(OCC(=O)OCC(=O)c2ccc(S(=O)(=O)N3CCCCC3)cc2)cc1	-1.1%	.	.	.	-4.0	0.4%	.	1.9%	.
COC(=O)c1cc(-c2ccc(OC)cc2)on1	-3.1%	2.6	-6.6	-1.4	-25.6	19.0%	-2.0	0.0%	-0.8%

A portion from the list above, for reference:
SMILES	GRP78 ERSR act	D1 agonist	D1 antagonist	D2 potentiator	RXFP1 antagonist	Vif-A3F inh	D1 PAM	Vif-APOBEC3G blk	RXFP1 ag
Cc1ccc(C2Nc3cccc4cccc(c34)N2)s1	-3.6%	3.5	7.9	.	-14.0	-23.9%	-1.6	-5.1%	-1.4%
Cc1cc(-n2c(C)cc(C(=O)CSc3nc(N)cc(=O)[nH]3)c2C)no1	3.5%	4.7	-4.2	-7.6	12.3	-6.2%	-5.0	4.2%	4.6%
Cc1ccc(CNC(=O)c2ccc(-c3nc(CS(=O)(=O)c4ccc(C)cc4)c(C)o3)cc2)cc1	-4.2%	0.1	-1.0	5.6	-7.4	-7.6%	-0.6	1.4%	-1.7%
O=C(O)Cc1sc(=O)[nH]c1O	-1.1%	.	.	.	2.3	0.0%	.	1.3%	.
O=C(CNC(=O)c1cccs1)OCc1ccc(Cl)cc1	-0.5%	-0.3	4.5	-7.7	-7.0	-2.0%	-3.6	-5.3%	5.7%
CC(=O)c1ccc(OCC(=O)OCC(=O)c2ccc(S(=O)(=O)N3CCCCC3)cc2)cc1	-1.1%	.	.	.	-4.0	0.4%	.	1.9%	.
COC(=O)c1cc(-c2ccc(OC)cc2)on1	-3.1%	2.6	-6.6	-1.4	-25.6	19.0%	-2.0	0.0%	-0.8%

(listing goes on)
compound,GRP78 ERSR act,D1 agonist,D1 antagonist,D2 potentiator,RXFP1 antagonist,Vif-A3F inh,D1 PAM,Vif-APOBEC3G blk,RXFP1 ag
Cc1ccc(-c2csc(/C=C3\SC(C)C(=O)N3CC(=O)Nc3ccccc3F)n2)cc1 (configuration not stated),0.8%,1.7,-19.7,-0.2,3.8,?,-3.9,-0.8%,-33.4%[inhibitor]
CCCN(CCC)CCCNC(=O)c1ccc2c(Cl)c3c(nc2c1)CCC3,-1.3%,9.8,-1.0,1.8,-16.1,0.4%,-4.0,3.6%,8.1%
CCOc1ccc(OCC)c(NS(=O)(=O)c2cc(-c3cnc(C)o3)ccc2OC)c1,0.5%,0.3,-5.8,-4.2,.,3.6%,-0.9,1.6%,1.1%
c1ccc(CN2CCC(Nc3nc(-c4cccnc4)nc4ccccc34)CC2)cc1,-4.2%,-3.7,-26.8,-22.3,-22.0,?,-5.8,-0.8%,2.4%
CCCc1cc2c(=O)c(-c3ccccn3)c(C)oc2cc1O,0.2%,0.9,-6.6,2.9,2.7,-1.5%,-2.9,-0.1%,2.9%
O=C(COC(=O)Cc1ccc(Cl)cc1)NCc1ccco1,-4.2%,.,.,.,-6.8,-4.7%,.,-1.3%,.
CC(C)(C)OC(=O)NNC(=O)Nc1ccccc1C(F)(F)F,0.8%,1.0,6.0,3.0,0.9,12.7%,6.4,-0.5%,0.3%
COc1cccc(C2=NOC(C(=O)NCc3cccs3)C2)c1 (configuration not stated),-1.4%,4.6,-11.1,-4.3,3.1,4.7%,1.1,-23.3%,3.7%
O=C(COc1ccc2ccccc2c1)NCC1CCCO1 (configuration not stated),-1.0%,-0.2,4.0,-9.9,-15.2,-21.5%,0.6,1.5%,-2.7%
CC(C)CN(C(=O)CN1C(=O)NC2(CCc3ccccc32)C1=O)C1CCS(=O)(=O)C1 (configuration not stated),-1.1%,0.1,10.6,0.1,-7.0,1.2%,-2.8,9.9%,0.4%
Cc1ccc(/C(O)=C2/C(=O)C(=O)N(CCN3CCOCC3)C2c2ccccn2)cc1 (configuration not stated),7.5%,2.7,-8.8,-3.0,5.4,-2.4%,0.5,-1.5%,1.4%
Cc1ccc(C(=O)COC(=O)CNC(=O)c2ccc(Br)o2)cc1[N+](=O)[O-],-2.4%,1.2,3.6,-3.5,-3.8,2.1%,4.7,-0.2%,-1.5%
CCCCN(C)CCCNC(=O)CN1C(=O)COc2ccc(S(=O)(=O)N3CCOCC3)cc21,-5.8%&-2.2%,0.4&-0.5,6.5&4.0,-6.8&-1.5,3.3,-2.9%&5.2%,-3.8&3.5,-0.5%&-1.1%,1.5%&0.4%

Only part of the results is shown; the hit share may differ from the screen's.
